14-3-3 PPI = alters human 14-3-3 gamma binding to Raf peptide. P61981. FP, 14-3-3gamma / TMR-pS259-Raf peptide binding. inhibition, % at 40 µM. 0.19% of 160,000 active; in the data active means inhibition above about 30%;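 further: 0% = protein plus tracer without compound and 100% = blank with tracer alone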
Active calls of the source: *; & = joins results of further samples. Some of the compounds tested; the hit share may differ from the screen's.

SMILES | 14-3-3 PPI
CC[C@@H]1C(=O)OC[C@@H]1Cc1cncn1C | -5&0&2&0

From PubChem BioAssay
